Compound activity as filed in PubChem.
HTT aggregate = mutant huntingtin aggregation inhibition; PC12 HttQ103-GFP aggregates, Acumen cytometry, 40 h; Potency, µM (top dose mostly 46.1 µM), without a hit: at the top dose activity change, negative = inhibition, hits mostly inhibitors; 220,000 tested, 1.1% active; AID 1688; also: potency is read from the fitted curve at half-maximal effect; % is scaled to controls: 0 for no effect and ±100 for the full control effect; nearly all actives have a fitted effect of over 60% in size
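PC12 cells with ecdysone-inducible HTT exon1 Q103-GFP, induced by 100 nM tebufenozide, given compounds in a concentration series. GFP aggregates (1–25 um, 6 SD above background) counted in lysates by laser-scanning cytometry, 488 nm excitation.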
IMPase Li inh = IMPase inhibition in cells with lithium potentiation | CHO-M1 cells, IP1 TR-FRET (IP-One), carbachol + lithium | AID 1457 | 210,000 tested, 0.35% active | Potency, µM (highest dose often 59.4 µM), without a hit: top-dose activity, negative = IMPase inhibition, usual class: inhibitors;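 also: IP1 builds up when IMPase is blocked and the TR-FRET signal falls; potency is read from the fitted curve at half-maximal effect; plate controls were basal vehicle for no effect and high inhibitor control for full effect; nearly all actives have a fitted effect of over 50% in size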
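Concentration–response in CHO-M1 cells, lithium-potentiated; 30 min at 37C. IP1 detected by competitive TR-FRET after 10 min lysis at RT. Hill-fitted AC50.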
L3MBTL1 block = L3MBTL1 (human) inhibition; AID 485360; Q9Y468; AlphaScreen L3MBTL1–H3K9me1 peptide binding; Potency, µM (doses to about 57.1 µM), for inactives: at the top dose activity, negative = inhibition, most hits filed as inhibitors; 230,000 tested, 0.66% active; also: potency is read from the fitted curve at half-maximal effect; % is scaled to controls: 0 for no effect and ±100 for the full control effect; nearly all actives have a fitted effect of over 60% in size
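AlphaScreen assay: L3MBTL1 (50 nM final) was preincubated 30 min at room temperature with biotinylated H3(1-15)K9me1 peptide (75 nM final), then 30 min with library compounds; streptavidin donor and nickel chelate acceptor beads (10 ug/mL final) added, 30 min dark.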
CBFb RUNX1 block = inhibitors of human CBF-beta and RUNX1 interaction | AlphaScreen CBFb-His/RUNX1-biotin binding, biochemical | 230,000 tested, under 10 active | Q01196+Q13951 | Potency, µM (titrated, usually from 59.8 µM), for inactives: at the top dose activity, negative = inhibition, hits mostly inhibitors; also: % of control where 0% means no effect
Target sequence (Q01196 whole entry, looked up): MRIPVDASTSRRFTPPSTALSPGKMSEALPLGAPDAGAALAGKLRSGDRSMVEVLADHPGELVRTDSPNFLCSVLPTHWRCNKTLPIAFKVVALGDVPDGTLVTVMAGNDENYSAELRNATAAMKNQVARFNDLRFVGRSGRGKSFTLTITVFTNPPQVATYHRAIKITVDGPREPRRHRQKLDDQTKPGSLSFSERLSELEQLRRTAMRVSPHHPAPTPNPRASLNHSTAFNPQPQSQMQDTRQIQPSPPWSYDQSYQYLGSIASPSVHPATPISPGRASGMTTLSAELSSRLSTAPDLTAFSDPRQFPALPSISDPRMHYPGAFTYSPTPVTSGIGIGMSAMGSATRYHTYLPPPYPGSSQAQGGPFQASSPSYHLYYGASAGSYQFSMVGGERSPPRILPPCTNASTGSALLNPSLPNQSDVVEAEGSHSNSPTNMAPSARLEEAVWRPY
Target sequence (Q13951 whole entry, looked up): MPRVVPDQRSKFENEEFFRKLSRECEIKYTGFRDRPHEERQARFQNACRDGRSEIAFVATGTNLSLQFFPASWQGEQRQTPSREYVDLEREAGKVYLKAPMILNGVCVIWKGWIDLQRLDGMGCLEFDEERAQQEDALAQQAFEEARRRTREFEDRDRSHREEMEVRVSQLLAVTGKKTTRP
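Interaction loss through any mechanism counts as activity. Pre-formed complex of His-CBF-beta and biotin-RUNX1 (30 nM apiece) is incubated with compound 15 min, then with 50 ng nickel and 50 ng streptavidin beads for 90 min before AlphaScreen detection.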
NPSR antag = blocks cAMP signaling of the human neuropeptide S receptor; Q6W5P4; CHO-NPSR cells, cAMP TR-FRET, antagonist mode; Potency, µM (highest dose often 38.3 µM), without a hit: at the highest dose activity change, negative = inhibition, hits mostly inhibitors; 220,000 tested, 1% active; also: potency is read from the fitted curve at half-maximal effect; % is scaled to controls: 0 for no effect and ±100 for the full control effect; nearly all actives have a fitted effect of over 50% in size; many of its hits are not listed in these tables
Target sequence (Q6W5P4 whole entry, looked up): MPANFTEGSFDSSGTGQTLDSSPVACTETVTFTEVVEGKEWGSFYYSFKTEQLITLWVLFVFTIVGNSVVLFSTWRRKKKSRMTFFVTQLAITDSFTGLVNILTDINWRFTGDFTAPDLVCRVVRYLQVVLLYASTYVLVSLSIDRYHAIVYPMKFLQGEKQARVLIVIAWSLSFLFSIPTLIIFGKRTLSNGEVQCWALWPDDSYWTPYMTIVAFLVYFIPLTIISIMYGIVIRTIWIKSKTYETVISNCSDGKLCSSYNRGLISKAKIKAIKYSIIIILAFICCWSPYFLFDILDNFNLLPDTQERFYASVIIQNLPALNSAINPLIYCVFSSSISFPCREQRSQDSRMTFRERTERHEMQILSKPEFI
Epigenetic reg = derepresses silenced GFP reporter in murine cells; 280,000 tested, 0.2% active; Potency, µM (titrated, usually from 53.9 µM), for inactives: top-dose GFP activation, hits mostly activators; murine LDR cells, GFP reporter derepression, 30 h; also: potency is read from the fitted curve at half-maximal effect; % of control where 0% means no effect; nearly all actives have a fitted effect of over 60% in size
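Derepression of a silenced CMV-GFP reporter in murine LDR cells is scored by enumerating GFP-positive cells with a laser-scanning microplate cytometer after 30 hours of treatment at 37 C.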
Luc counter = Kinase-Glo luciferase inhibition (counter-screen); Potency, µM (highest dose often 38.3 µM), for inactives: at the highest dose activity change, negative = inhibition, hits mostly inhibitors; 200,000 tested, 0.28% active; Kinase-Glo luciferase, ATP luminescence, 8 min; AID 1379; also: potency is read from the fitted curve at half-maximal effect; % is scaled to controls: 0 for no effect and ±100 for the full control effect; nearly all actives have a fitted effect of over 60% in size
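Luminescence was the read-out, taken after 8-minute incubation at ambient temperature. Luciferase turned over luciferin with 10 uM ATP in imidazole pH 7.2 buffer containing KCl, MgCl2, Tween 20 and BSA.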
Active calls of the source: *; ? = inconclusive; . = no result given; [ ] = remark or other dose. Calls follow the shape of the dose curve; as a rule, active = well fitted curve in the direction sought with a large enough effect; inconclusive = small, poorly fitted or top-dose-only effect, or another doubt; inactive = no such curve, though single readings can be large; an effect the other way counts as inactive or inconclusive. The list is partial; the hit share may differ from the screen's.

Short forms – A = HTT aggregate; B = IMPase Li inh; C = L3MBTL1 block; D = CBFb RUNX1 block; E = NPSR antag; F = Epigenetic reg; G = Luc counter
1. COC(=O)c1sc(N)c(C(=O)OC)c1COC(=O)CNS(=O)(=O)c1ccc(C)cc1
  A: -3% | B: 0% | C: 1% | D: -2% | E: -10% | F: 0.0% | G: -1%
2. Cc1ncc(CO)c2c1OC(C)(C)OC2
  A: -20% | B: -11%[38.3 µM] | C: 2% | D: 0% | E: 0%[46.1 µM] | F: 0.8% | G: -4%
3. CCCCCCCCN1C(=O)N(C)C(N(O)C(=O)NC)C1(C)C (stereo unspecified)
  A: 17% | B: -9%[38.3 µM] | C: -5% | D: 2% | E: -5%[46.1 µM] | F: 2.8% | G: -6%
4. COc1ccccc1N1CCN(S(=O)(=O)Cc2ccccc2Cl)CC1
  A: ? | B: -28%[38.3 µM] | C: . | D: -2% | E: -18%[46.1 µM] | F: 0.2% | G: -2%
5. COc1ccc(CCNC(=O)c2cc(-c3cc(C)cc(C)c3O)n[nH]2)cc1OC
  A: 25%[9.22 µM] | B: . | C: -13% | D: -10% | E: ? | F: 0.0% | G: .
6. O=c1c2ccccc2nc2n1CCCS2
  A: -12% | B: . | C: 0% | D: -9% | E: -3%[46.1 µM] | F: 0.0% | G: -1%
7. CCOC(=O)c1ccc(NC(=S)NNC(=O)COC)cc1
  A: 20% | B: -9% | C: 31%[activator] | D: -11% | E: 2% | F: 0.0% | G: -3%
8. Cc1[nH]n(-c2ccccc2)c(=O)c1N=Nc1nccs1
  A: 11µM* | B: 32%[38.3 µM] | C: . | D: ? | E: -14%[46.1 µM] | F: 0.8% | G: -7%
9. Nc1ncnc2c1ncn2[C@@H]1O[C@H](C(=O)NC2CC2)[C@H](O)[C@H]1O
  A: . | B: -1% | C: . | D: 1% | E: 1%[46.1 µM] | F: -0.2% | G: -2%
10. O=C(CSc1nc2ccccc2[nH]1)NC1CCCC1
  A: -1% | B: 4% | C: ? | D: ? | E: 7% | F: -0.6% | G: 1%
11. NC(=O)c1ccc(C(F)(F)F)n(Cc2c(Cl)cccc2Cl)c1=O
  A: -25% | B: -3%[38.3 µM] | C: 6% | D: 6% | E: 8%[46.1 µM] | F: -1.8% | G: -1%
12. Cc1sc2nc(CSc3nc4ccccc4c(=O)n3CCCN3CCOCC3)[nH]c(=O)c2c1C
  A: -9% | B: 25%[38.3 µM] | C: . | D: -1% | E: -9%[46.1 µM] | F: 5.1% | G: 0%
13. CC(=O)N(Cc1ccc(Br)cc1)c1ccccc1C(=O)O
  A: -31%[9.22 µM] | B: . | C: 4% | D: 6% | E: 9% | F: 0.3% | G: .
14. COC(=O)c1cc(OC)c(OC)cc1N
  A: -9% | B: -4% | C: -8% | D: 6% | E: -3%[46.1 µM] | F: 0.0% | G: 0%
15. Cc1ccccc1/C=C\c1nc2ccccc2c(=O)n1Cc1ccccc1
  A: -8% | B: 9% | C: 20% | D: 3% | E: -60% | F: 3.8% | G: 0%
16. CC(NS(=O)(=O)c1ccc(OCC(=O)Nc2cccc([N+](=O)[O-])c2)cc1)c1ccccc1 (stereo unspecified)
  A: -10% | B: 12% | C: 3% | D: 3% | E: -26% | F: -1.0% | G: 5%
17. O=C1C=C(c2ccccc2)C(O)(c2ccccc2)C1 (stereo unspecified)
  A: 6% | B: 3%[38.3 µM] | C: 3% | D: -2% | E: -5%[46.1 µM] | F: -1.1% | G: 2%
18. O=C(c1ccc(Cl)c(Cl)c1)N1CCC(O)(CN2CCOCC2)CC1
  A: 7% | B: 4% | C: 11% | D: 0% | E: 1% | F: -6.4% | G: 2%
19. Cc1cc(=O)n2[nH]c(C)c(-c3ccc(Cl)cc3)c2n1
  A: ? | B: 10%[38.3 µM] | C: 4%[11.4 µM] | D: 10% | E: 8%[46.1 µM] | F: -0.1% | G: -3%
20. Cc1cc(O)c(/C=N/OCc2ccc(Cl)cc2Cl)c(=O)o1
  A: -19% | B: 9% | C: 2% | D: 6% | E: 0% | F: -0.4% | G: 0%
21. CC(C)=C1C2C=CC1C1C(=O)N(c3ccc4c(c3)OCO4)C(=O)C21 (stereo unspecified)
  A: -2% | B: 7% | C: 10% | D: 1% | E: -5%[46.1 µM] | F: 1.0% | G: -2%
22. O=C(O)c1nnn(-c2cc(C(F)(F)F)cc(C(F)(F)F)c2)c1-c1ccccc1
  A: 6%[9.22 µM] | B: . | C: 4% | D: 25% | E: 23% | F: 1.1% | G: .
23. Cc1cccc(N=Nc2cn[nH]c2-c2ccco2)c1
  A: -7% | B: 5% | C: ? | D: -20% | E: -19% | F: 8.6% | G: -2%
24. O=C(O)/C(=C1/OC(=O)c2ccccc21)c1ccccc1
  A: 4% | B: -14%[38.3 µM] | C: 6% | D: 3% | E: -10%[46.1 µM] | F: 0.3% | G: -2%
25. C(=C\c1nnc2c3ccccc3ncn12)/c1ccccc1
  A: -1% | B: 4% | C: 4% | D: -4% | E: -12% | F: 0.0% | G: -4%

2 compounds from above, limited to CBFb RUNX1 block.
no.	SMILES	CBFb RUNX1 block
2	Cc1ncc(CO)c2c1OC(C)(C)OC2	0%
3	CCCCCCCCN1C(=O)N(C)C(N(O)C(=O)NC)C1(C)C (stereo unspecified)	2%

Next section.
Short forms – A = HTT aggregate; B = IMPase Li inh; C = L3MBTL1 block; D = CBFb RUNX1 block; E = NPSR antag; F = Epigenetic reg; G = Luc counter
26. CC(C)(C)c1ccc(C(=O)N/C(N)=N/c2nc3ccccc3o2)cc1
  A: -23% | B: 6%[38.3 µM] | C: . | D: -1% | E: -23%[46.1 µM] | F: -2.3% | G: -2%
27. CCCCOC(=O)n1c(=O)oc2cc(S(=O)(=O)N3CCCCC3)ccc21
  A: ? | B: 35%[38.3 µM] | C: -15%[11.4 µM] | D: -1% | E: 2%[46.1 µM] | F: 0.0% | G: 1%
28. COc1ccc(/C(N)=N/OC(=O)CCCN2C(=O)c3ccccc3C2=O)cc1OC
  A: 1% | B: 7% | C: 2% | D: -4% | E: 4% | F: -0.2% | G: 1%
29. O=C(COC(=O)/C=C/c1cccc(C(F)(F)F)c1)NC(c1ccccc1)c1ccccc1
  A: -5% | B: 0% | C: 0% | D: 5% | E: -3% | F: 0.9% | G: 2%
30. COc1cccc(NC(=O)Nc2ccc(C)c(Cl)c2)c1
  A: -24% | B: 9% | C: 8% | D: 3% | E: 2% | F: 0.0% | G: -1%
31. c1ccc(Nc2ccccn2)nc1
  A: -19%[9.22 µM] | B: . | C: . | D: -6% | E: 4% | F: -1.1% | G: .
32. CCOC(=O)c1c(-c2ccccc2)csc1NC(=O)CCN1CCOCC1
  A: 15% | B: -3% | C: 24% | D: -4% | E: -7% | F: -1.3% | G: -2%
33. CCC(C)(NC(=O)c1ccc2c(c1)OCO2)C(=O)NC1CCCCC1 (stereo unspecified)
  A: -30% | B: -3% | C: . | D: 3% | E: 11% | F: 0.9% | G: 1%
34. CCOC(=O)c1c(C)c(C(=O)NCc2cccs2)c(C)n1CC
  A: 6% | B: 9%[38.3 µM] | C: -6% | D: -1% | E: 30%[46.1 µM] | F: 0.9% | G: -5%
35. CC(CCCC(C)(C)O)NCCO (stereo unspecified)
  A: -7% | B: 4%[38.3 µM] | C: -3% | D: 3% | E: 4%[46.1 µM] | F: 1.7% | G: 14%
36. COc1ncnc2c1NC1=C(S2)C(=NCCC(=O)O)CC(C)(C)C1
  A: 3% | B: . | C: -19% | D: -13% | E: -21%[46.1 µM] | F: -1.9% | G: .
37. Cc1[nH]n(-c2ccccc2)c(=O)c1C=Nc1ccc(S(=O)(=O)N(C)C)cc1
  A: -4% | B: -5% | C: -1% | D: -2% | E: -8% | F: 0.0% | G: -7%
38. Cn1c(=O)c(C(=O)NCCO)c(O)c2ccccc21
  A: -8% | B: 14%[38.3 µM] | C: 8% | D: 0% | E: -13%[46.1 µM] | F: -1.1% | G: -1%
39. Cc1noc(C)c1CSCC(=O)N1CCN(c2ccc(F)cc2)CC1
  A: 7.9µM* | B: -4%[38.3 µM] | C: -8% | D: 1% | E: -14%[46.1 µM] | F: -2.9% | G: -5%
40. c1ccc(-c2nnnc3ccccc23)cc1
  A: ? | B: 7% | C: -10% | D: -3% | E: 9% | F: -0.9% | G: -2%
41. NC(=O)CN1C(=O)/C(=c2\sc3nc(=O)c(Cc4ccccc4)nn3c2=O)c2ccccc21
  A: 11%[9.22 µM] | B: . | C: . | D: 10% | E: 4% | F: 0.0% | G: .
42. COc1ccc(/C(C)=N/NC(=O)CNC(=O)c2cccs2)cc1
  A: 2% | B: -8% | C: . | D: -1% | E: 5% | F: 1.3% | G: 1%
43. CC(C)CCNC(=O)CN(CCCN1CCOCC1)C(=O)Cn1nnc(-c2ccc(F)cc2)n1
  A: 2% | B: -14%[38.3 µM] | C: 2% | D: 5% | E: 2%[46.1 µM] | F: -2.4% | G: -5%
44. N#CCCN(Cc1ccccc1)C(=O)Nc1ccccc1
  A: -28%[9.22 µM] | B: . | C: 6% | D: 1% | E: -7%[7.67 µM] | F: 0.0% | G: .
45. CC(C(=O)c1ccccc1)[n+]1cccc(C(N)=O)c1 (stereo unspecified)
  A: 14%[9.22 µM] | B: . | C: 3% | D: -3% | E: -31% | F: 0.5% | G: .
46. CCCOc1ccc(-c2nnn(CC(=O)Nc3cccc(C(=O)OC)c3)n2)cc1
  A: 15% | B: 3%[38.3 µM] | C: 5% | D: 0% | E: 0%[46.1 µM] | F: 0.1% | G: -6%
47. O=C1c2cccc3c([N+](=O)[O-])ccc(c23)C(=O)N1Cc1cccnc1
  A: 35µM* | B: 36%[activator] | C: ? | D: -24% | E: -49% | F: ? | G: 4%
48. O=c1[nH]c(-c2cccnc2)nc2ccccc12
  A: 5% | B: 0% | C: -2% | D: 20% | E: 5%[46.1 µM] | F: 0.9% | G: -1%

Entries from the list above that have a COOH group:
Short forms – A = HTT aggregate; B = IMPase Li inh; C = L3MBTL1 block; D = CBFb RUNX1 block; E = NPSR antag; F = Epigenetic reg; G = Luc counter
13. CC(=O)N(Cc1ccc(Br)cc1)c1ccccc1C(=O)O
  A: -31%[9.22 µM] | B: . | C: 4% | D: 6% | E: 9% | F: 0.3% | G: .
22. O=C(O)c1nnn(-c2cc(C(F)(F)F)cc(C(F)(F)F)c2)c1-c1ccccc1
  A: 6%[9.22 µM] | B: . | C: 4% | D: 25% | E: 23% | F: 1.1% | G: .
24. O=C(O)/C(=C1/OC(=O)c2ccccc21)c1ccccc1
  A: 4% | B: -14%[38.3 µM] | C: 6% | D: 3% | E: -10%[46.1 µM] | F: 0.3% | G: -2%
36. COc1ncnc2c1NC1=C(S2)C(=NCCC(=O)O)CC(C)(C)C1
  A: 3% | B: . | C: -19% | D: -13% | E: -21%[46.1 µM] | F: -1.9% | G: .
